Avidin fluor = compound fluoresces at 488/530 nm on avidin beads; compound fluorescence 488/530 nm, flow cytometry; stronger effect = higher value; fluorescence (KMESF) at 10 µM; actives 0.38% (n = 220,000); in the data active = fluorescence above about 47; also: inactives centre near 10
Mcl1 Noxa PPI = disrupts binding of human Mcl-1 to Noxa peptide | Q07820 | TR-FRET Mcl-1/Noxa peptide binding, 2 h | inhibition, % at 21.7 µM | actives 1.5% (n = 220,000);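 active = compounds that cut the protein-peptide binding signal by more than 50% relative to plate controls in a single-dose test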;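 also: His-tagged Mcl-1 with rhodamine Noxa BH3 peptide and terbium anti-His antibody; 0% = Mcl-1 plus Noxa peptide wells and 100% = peptide-only wells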
Target sequence (Q07820 whole entry, looked up): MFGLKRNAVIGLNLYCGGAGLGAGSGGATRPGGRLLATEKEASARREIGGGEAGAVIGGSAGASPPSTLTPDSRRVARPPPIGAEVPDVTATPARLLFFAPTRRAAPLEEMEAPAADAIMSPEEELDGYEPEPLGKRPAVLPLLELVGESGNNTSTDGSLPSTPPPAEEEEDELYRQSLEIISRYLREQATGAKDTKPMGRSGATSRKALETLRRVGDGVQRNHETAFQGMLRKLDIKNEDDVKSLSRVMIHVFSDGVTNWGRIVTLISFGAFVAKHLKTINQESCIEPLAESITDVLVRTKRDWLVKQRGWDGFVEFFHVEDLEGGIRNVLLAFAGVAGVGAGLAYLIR
Mcl1 Bid PPI = disrupts binding of human Mcl-1 to Bid peptide; TR-FRET Mcl-1/Bid-Dy647 peptide binding, 1536-well; inhibition, % at 21.7 µM; actives 0.97% (n = 220,000); AID 1021;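 active = compounds that cut the binding signal by more than half at the single screening dose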;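 also: His-tagged Mcl-1 with europium anti-His antibody binding Bid BH3 peptide; 0% = Mcl-1 plus peptide wells and 100% = peptide-only wells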
Pf gamet viab = kills late stage P. falciparum gametocytes; P. falciparum stage V gametocytes, ATP luminescence, 24 h; actives 0.065% (n = 150,000); inhibition, % at 10.9 µM; AID 743093;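 active = inhibition above the mean plus 3 SD of compounds within the control limits, set per campaign, cut at about 38% in these data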;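 also: 0% = DMSO wells and 100% = medium only without gametocytes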
An asterisk follows results filed as active.

Cc1nn(-c2cc(C(F)(F)F)ccn2)c(=O)o1 was read as Avidin fluor 6, Mcl1 Noxa PPI -5.0, Mcl1 Bid PPI 0.5 and Pf gamet viab 3.0.
For O=[N+]([O-])c1cnc(Sc2ccncn2)s1 the results were Avidin fluor 6, Mcl1 Noxa PPI 19.2, Mcl1 Bid PPI -8.6 and Pf gamet viab 14.4.
CNC(=O)/C(C#N)=C1/SC(Cc2ccc(F)cc2)C(=O)N1c1ccccc1 (stereo unspecified) was read as Avidin fluor 4, Mcl1 Noxa PPI -8.1, Mcl1 Bid PPI -27.8 and Pf gamet viab 15.9.
COc1ccc2c(c1)O/C(=C\c1ccco1)C2=O was read as Avidin fluor 9, Mcl1 Noxa PPI 6.6, Mcl1 Bid PPI -20.8 and Pf gamet viab -5.9.
For COC(=O)c1cnn(-c2ccc(F)cc2F)c1/C=N/NC(=S)NC(C)(C)C the results were Avidin fluor 10, Mcl1 Noxa PPI 10.7, Mcl1 Bid PPI -4.7 and Pf gamet viab 5.4.
`CC12CN3CC(C)(CN(C1)C3c1ccc3c(c1)OCO3)C2O` (stereo unspecified) gave Avidin fluor 5, Mcl1 Noxa PPI 7.3, Mcl1 Bid PPI -27.5 and Pf gamet viab 3.0.
`CCOC(=O)C1=C(N)N2C(=O)C(C)SC2=C(C(=O)OCC)C1c1cc(OC)c(OC)c(OC)c1` (stereo unspecified) gave Avidin fluor 8, Mcl1 Noxa PPI -4.2, Mcl1 Bid PPI -45.1 and Pf gamet viab -10.5.
`CN1CCN(C(=O)CCC(=O)O)CC1` gave Avidin fluor 6, Mcl1 Noxa PPI -14.4, Mcl1 Bid PPI -44.4 and Pf gamet viab -9.3.
Screening O=C1NC(=S)CN1c1ccccc1 returned Avidin fluor 7, Mcl1 Noxa PPI -10.9, Mcl1 Bid PPI -33.5 and Pf gamet viab 0.2.
COc1cccc(/C=N/NC(=O)CNC(=O)c2cccs2)c1O was read as Avidin fluor 8, Mcl1 Noxa PPI -19.8, Mcl1 Bid PPI -62.2 and Pf gamet viab -37.7.
Screening Cc1ccc(-n2ncc(C#N)c2N)cc1 returned Avidin fluor 8, Mcl1 Noxa PPI -25.6, Mcl1 Bid PPI -33.1 and Pf gamet viab 15.9.
`O=C(N/N=C/c1ccc(O)c([N+](=O)[O-])c1)c1ccncc1` gave Avidin fluor 5, Mcl1 Noxa PPI 9.1, Mcl1 Bid PPI -30.9 and Pf gamet viab 11.3.
Screening Cc1noc(C)c1C(=O)NNc1ccc(C(C)C)cc1 returned Avidin fluor 9, Mcl1 Noxa PPI -10.1, Mcl1 Bid PPI -69.7 and Pf gamet viab -3.2.
Screening Cc1cc(NC(=O)Nc2ccc(Cl)cc2)n(-c2ccccc2)n1 returned Avidin fluor 7, Mcl1 Noxa PPI -3.7, Mcl1 Bid PPI -12.5 and Pf gamet viab -1.5.
`CC1CC(C)(C)N2C(=O)C(=C(C#N)C#N)c3cccc1c32` (stereo unspecified) gave Avidin fluor 5, Mcl1 Noxa PPI 8.2, Mcl1 Bid PPI -11.7 and Pf gamet viab 2.7.
CC1=NN(c2ccccc2)C(=O)/C1=C\c1sccc1C was read as Avidin fluor 4, Mcl1 Noxa PPI -15.2, Mcl1 Bid PPI -105.8 and Pf gamet viab 0.0.
CCOc1ccc(NC(=O)N[C@@H](Cc2ccccc2)C(=O)O)cc1 was read as Avidin fluor 3, Mcl1 Noxa PPI 9.1, Mcl1 Bid PPI -26.6 and Pf gamet viab -8.3.
CC(=O)Nc1cccc(-c2nn[nH]n2)c1 was read as Avidin fluor 10, Mcl1 Noxa PPI 18.7, Mcl1 Bid PPI -52.8 and Pf gamet viab -10.5.
CC(C)c1c(O)nc(SCCOc2ccc(Cl)cc2)[nH]c1=O was read as Avidin fluor 6, Mcl1 Noxa PPI -9.1, Mcl1 Bid PPI -63.8 and Pf gamet viab 4.0.
Screening CC1(C)c2ccccc2N(CC(N)=O)C12C=Cc1ccccc1O2 (stereo unspecified) returned Avidin fluor 4, Mcl1 Noxa PPI 7.1, Mcl1 Bid PPI -23.0 and Pf gamet viab -6.5.
Screening Cc1c(C(=O)NCCSCc2c(F)cccc2Cl)cnn1-c1ccc(F)cc1 returned Avidin fluor 3, Mcl1 Noxa PPI -15.1, Mcl1 Bid PPI -2.9 and Pf gamet viab 0.0.
`O=C(/C=C/c1ccco1)Nc1ccccc1C(=O)Nc1cccc(C(=O)O)c1` gave Avidin fluor 5, Mcl1 Noxa PPI 29.8, Mcl1 Bid PPI -61.9 and Pf gamet viab -3.0.
For O=C(Nc1nc2ccccc2n1CCN1CCOCC1)c1ccc(Cl)cc1 the results were Avidin fluor 4, Mcl1 Noxa PPI -42.2, Mcl1 Bid PPI -42.9 and Pf gamet viab 5.6.
`CN1CCN(c2nnc(-c3ccccc3)c(-c3ccccc3)n2)CC1` gave Avidin fluor 8, Mcl1 Noxa PPI 12.6, Mcl1 Bid PPI -0.5 and Pf gamet viab 3.1.

3 compounds picked at random from the list so far:
CC(=O)Nc1cccc(-c2nn[nH]n2)c1 was read as Avidin fluor 10, Mcl1 Noxa PPI 18.7, Mcl1 Bid PPI -52.8 and Pf gamet viab -10.5.
CCOc1ccc(NC(=O)N[C@@H](Cc2ccccc2)C(=O)O)cc1 was read as Avidin fluor 3, Mcl1 Noxa PPI 9.1, Mcl1 Bid PPI -26.6 and Pf gamet viab -8.3.
`O=C(/C=C/c1ccco1)Nc1ccccc1C(=O)Nc1cccc(C(=O)O)c1` gave Avidin fluor 5, Mcl1 Noxa PPI 29.8, Mcl1 Bid PPI -61.9 and Pf gamet viab -3.0.

New compounds follow
For COc1ccc(-n2ncc(C(=O)N3CCN(c4ccc(F)cc4)CC3)c2C)cc1 the results were Avidin fluor 7, Mcl1 Noxa PPI -11.7, Mcl1 Bid PPI -32.6 and Pf gamet viab -4.7.
`N#C/C(=C\Nc1ccc(F)c(Cl)c1)C(=O)C1CC1` gave Avidin fluor 7, Mcl1 Noxa PPI 25.8, Mcl1 Bid PPI -8.0 and Pf gamet viab -12.7.
For CCNC(=S)N1N=C2c3ccccc3CCC2C1c1ccc(F)cc1 (stereo unspecified) the results were Avidin fluor 7, Mcl1 Noxa PPI 9.5, Mcl1 Bid PPI -13.4 and Pf gamet viab 1.8.
`CN(C)c1ccncc1C(=O)Nc1ccc(F)cc1F` gave Avidin fluor 6, Mcl1 Noxa PPI -3.3, Mcl1 Bid PPI -14.5 and Pf gamet viab 0.3.
Cc1ccc([N+](=O)[O-])c(-c2n[nH]c(=S)n2-c2cccc(Cl)c2)c1 was read as Avidin fluor 6, Mcl1 Noxa PPI 8.1, Mcl1 Bid PPI -28.4 and Pf gamet viab -8.0.
For COC(=O)c1c(NC(C)=O)csc1C the results were Avidin fluor 3, Mcl1 Noxa PPI 9.6, Mcl1 Bid PPI -3.8 and Pf gamet viab -7.9.
Cc1ccccc1S(=O)c1ccccc1C(=O)O (stereo unspecified) was read as Avidin fluor 4, Mcl1 Noxa PPI 13.5, Mcl1 Bid PPI -3.5 and Pf gamet viab -15.4.
Screening OCCC1CN(CCCc2ccccc2)CCN1Cc1ccccc1 (stereo unspecified) returned Avidin fluor 4, Mcl1 Noxa PPI -6.7, Mcl1 Bid PPI -51.0 and Pf gamet viab -6.5.
Screening Cc1cc(-c2cc(C(=O)NC3CCCC3)on2)nc(NCC2CC2)n1 returned Avidin fluor 11, Mcl1 Noxa PPI -3.0, Mcl1 Bid PPI -32.2 and Pf gamet viab -9.5.
`CCOC(=O)CNC(=O)c1cccnc1Oc1ccc(Cl)cc1` gave Avidin fluor 12, Mcl1 Noxa PPI -1.0, Mcl1 Bid PPI -14.9 and Pf gamet viab 14.9.
C=CCn1c(SCC(=O)NNC(=S)Nc2ccccc2)nnc1-c1ccccc1 was read as Avidin fluor 6, Mcl1 Noxa PPI -64.4, Mcl1 Bid PPI -85.7 and Pf gamet viab 7.8.
`Nc1ccc(-c2nc3cc([N+](=O)[O-])ccc3o2)cc1` gave Avidin fluor 10, Mcl1 Noxa PPI 79.7*, Mcl1 Bid PPI 12.8 and Pf gamet viab 2.1.
For NNC(=S)Nc1ccc(S(=O)(=O)N2CCOCC2)cc1 the results were Avidin fluor 3, Mcl1 Noxa PPI -43.0, Mcl1 Bid PPI -84.0 and Pf gamet viab -3.8.
Screening CCC(C)[C@H](NC(=O)NCc1ccc(Cl)cc1)C(=O)O (stereo partly specified) returned Avidin fluor 7, Mcl1 Noxa PPI 3.5, Mcl1 Bid PPI -3.7 and Pf gamet viab -13.0.
For Cc1nc(SCC(=O)NC2CCCCC2)[nH]c(=O)c1C the results were Avidin fluor 9, Mcl1 Noxa PPI 12.7, Mcl1 Bid PPI 3.5 and Pf gamet viab -3.3.
For C/C(=N\N1CCN(Cc2ccc(Cl)cc2)CC1)c1ccc(F)cc1 the results were Avidin fluor 8, Mcl1 Noxa PPI -6.9, Mcl1 Bid PPI -43.1 and Pf gamet viab 17.8.
`Cc1cc(-c2nnc(SCC(=O)Nc3ccccc3)n2C)no1` gave Avidin fluor 8, Mcl1 Noxa PPI 1.4, Mcl1 Bid PPI -10.6 and Pf gamet viab 4.9.
Screening CC(C)Cc1nc(SCC(=O)Nc2nnc(CC(C)C)s2)n[nH]1 returned Avidin fluor 16, Mcl1 Noxa PPI 2.6, Mcl1 Bid PPI -3.1 and Pf gamet viab -21.8.
Screening CCOC(=O)c1cncc(O)c1 returned Avidin fluor 5, Mcl1 Noxa PPI 9.0, Mcl1 Bid PPI -137.4 and Pf gamet viab 1.4.
For Cn1c(=O)c2c(ncn2CC(=O)Nc2nc(-c3ccc(F)c(F)c3)cs2)n(C)c1=O the results were Avidin fluor 7, Mcl1 Noxa PPI -10.8, Mcl1 Bid PPI -13.7 and Pf gamet viab 14.8.
For O=C1COc2ccc(C(=O)COC(=O)CCSc3ccccc3)cc2N1 the results were Avidin fluor 7, Mcl1 Noxa PPI 13.8, Mcl1 Bid PPI -57.4 and Pf gamet viab 14.7.
Cc1cc(C)c2oc(C(=O)N(Cc3ccccc3)c3ccccn3)cc(=O)c2c1 was read as Avidin fluor 4, Mcl1 Noxa PPI 16.0, Mcl1 Bid PPI -10.5 and Pf gamet viab 4.1.
`COc1ccc(CCn2c(-c3ccc(F)cc3)nc3c(c(=O)c4ccccc4n3C)c2=O)cc1OC` gave Avidin fluor 8, Mcl1 Noxa PPI -0.4, Mcl1 Bid PPI -2.8 and Pf gamet viab -1.9.
CCS(=O)(=O)c1ccc(O)c(NC(=O)Nc2ccc(C(C)(C)C)cc2)c1 was read as Avidin fluor 8, Mcl1 Noxa PPI 1.5, Mcl1 Bid PPI -30.1 and Pf gamet viab -6.7.
NC(=O)c1cccnc1Oc1ccc(Cl)cc1Cl was read as Avidin fluor 6, Mcl1 Noxa PPI 13.8, Mcl1 Bid PPI 0.7 and Pf gamet viab -5.0.
`CC1CCN(c2ccc([N+](=O)[O-])c(SCCO)c2)CC1` gave Avidin fluor 6, Mcl1 Noxa PPI -16.0, Mcl1 Bid PPI -42.5 and Pf gamet viab 4.5.
CC(C)(C)S(=O)(=O)c1cnc(-c2ccc(Cl)cc2)nc1N was read as Avidin fluor 5, Mcl1 Noxa PPI 19.4, Mcl1 Bid PPI -1.7 and Pf gamet viab 9.7.
N#Cc1ccc(S(=O)(=O)N2CCc3[nH]c4ccc(F)cc4c3C2)cc1 was read as Avidin fluor 7, Mcl1 Noxa PPI 6.7, Mcl1 Bid PPI -27.6 and Pf gamet viab -13.6.
`Cc1cc(C)c2c(=O)n(CC(=O)Nc3ccc(Cl)cc3)sc2n1` gave Avidin fluor 5, Mcl1 Noxa PPI 26.9, Mcl1 Bid PPI -42.2 and Pf gamet viab 2.2.
Screening COCc1cc(=O)[nH]c(-c2ccccc2OC(F)(F)F)n1 returned Avidin fluor 3, Mcl1 Noxa PPI 2.4, Mcl1 Bid PPI -9.1 and Pf gamet viab -4.2.
Screening CCCn1c(O)c(N=NC(=O)c2cccnc2)c2cc(Br)ccc21 returned Avidin fluor 6, Mcl1 Noxa PPI 12.2, Mcl1 Bid PPI -14.8 and Pf gamet viab 4.8.
Screening CC(C)(CN1CCN(Cc2ccccc2)CC1)NS(=O)(=O)c1ccc(Cl)cc1 returned Avidin fluor 6, Mcl1 Noxa PPI 35.0, Mcl1 Bid PPI -8.6 and Pf gamet viab -7.5.
For Cc1ccc(NNC(=O)C2CCC2)cc1C the results were Avidin fluor 7, Mcl1 Noxa PPI 1.1, Mcl1 Bid PPI -13.0 and Pf gamet viab -33.5.
COc1ccc(CN=C(C#N)C2=C(O)c3ccccc3C2=O)cc1 was read as Avidin fluor 8, Mcl1 Noxa PPI 0.3, Mcl1 Bid PPI -10.2 and Pf gamet viab -7.4.
O=C(CCC(=O)N/N=C/c1ccco1)N/N=C/c1ccco1 was read as Avidin fluor 3, Mcl1 Noxa PPI 7.1, Mcl1 Bid PPI -11.3 and Pf gamet viab -23.7.
C/C(=N\OCc1cccc(C(=O)O)c1)c1ccc(Cl)cc1 was read as Avidin fluor 8, Mcl1 Noxa PPI 1.2, Mcl1 Bid PPI 11.4 and Pf gamet viab -7.9.
Screening O=C(CCCN1C(=O)/C(=C/c2ccco2)SC1=S)Nc1cccc(C(=O)O)c1 returned Avidin fluor 12, Mcl1 Noxa PPI 14.8, Mcl1 Bid PPI -34.3 and Pf gamet viab -24.4.

An excerpt, so the mix of outcomes need not match the whole.
